A350 fluor – compound fluoresces in the Alexa 350 spectral region; max dye-equivalent concentration, M; Compound autofluorescence, 340/450 nm, Alexa 350 dye-equivalents; active compounds read high; AID 590; actives 11% (n = 59,000); in the data active = max dye-equivalent concentration above about 10 nM; inconclusive = mostly about 1.1 nM to 9.6 nM
Casp1 inh – allosteric or competitive inhibitors of human caspase-1 | Caspase-1 enzyme, Ac-WEHD-AFC fluorogenic rate | actives 0.03% (n = 75,000) | AID 900 | Potency, µM (titrated, usually from 57.5 µM), without a hit: top-dose activity change, negative = inhibition, hits mostly inhibitors;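 note: potency is the fitted concentration of half-maximal effect; plate controls were vehicle for no effect and no substrate for full effect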
Caspase-7 inhib – allosteric or competitive inhibitors of human caspase-7. P55210. recombinant caspase-7, Ac-DEVD-AFC fluorescence rate. Potency, µM (top dose mostly 57.5 µM), without a hit: at the highest dose activity change, negative = inhibition, most hits filed as inhibitors. actives 0.02% (n = 75,000). AID 889; active = well fitted inhibition curve with a large enough effect in the main read-out, with a control signal flat, not every such curve was filed as active; inconclusive = small, poorly fitted or top-dose-only effect, or a change in a side signal; note: potency is the fitted concentration of half-maximal effect; % of control where 0% means no effect
Target sequence (P55210 24-198 limits assumed): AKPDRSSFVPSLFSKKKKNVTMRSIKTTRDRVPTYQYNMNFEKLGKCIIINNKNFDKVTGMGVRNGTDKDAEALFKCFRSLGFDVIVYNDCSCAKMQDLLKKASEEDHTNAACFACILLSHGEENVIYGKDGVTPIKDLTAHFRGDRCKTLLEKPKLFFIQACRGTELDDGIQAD
Target sequence (P55210 207-303 limits assumed): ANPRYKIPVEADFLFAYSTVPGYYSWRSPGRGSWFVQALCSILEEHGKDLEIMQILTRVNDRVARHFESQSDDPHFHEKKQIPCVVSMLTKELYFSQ
BRCT PPI green – BRCA1 BRCT-phosphoprotein interaction inhibition; P38398; BRCA1 BRCT-phosphopeptide binding, green fluorescence polarization; Potency, µM (doses to about 76.9 µM), without a hit: top-dose activity change, negative = inhibition, hits mostly inhibitors; actives 0.05% (n = 75,000);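 note: potency is the fitted concentration of half-maximal effect; plate controls were peptide without protein for full effect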
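Compounds were incubated for 12 min at room temperature with a complex of 100 nM fluorescein-tagged pBACH1 decapeptide and 250 nM His-tagged BRCT protein. Buffer was phosphate pH 7.3 with EDTA, DTT and Tween 20. Disruption of binding lowers the polarization signal.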
HEK293 cAMP cs – counter-screen for TSHR agonists: cAMP increase in parental HEK293. Potency, µM (highest dose often 57.1 µM), inactives show top-dose activation, actives largely listed as activators. actives 2.5% (n = 73,000). AID 938. parental HEK293 CNG cAMP sensor, membrane potential fluorescence; note: potency is the fitted concentration of half-maximal effect; % of control where 0% means no effect; nearly all actives have a fitted effect of over 55% in size
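Parental HEK 293 cells stably expressing a cAMP-gated CNG channel were loaded with membrane potential dye containing 100 uM RO 20-1724 for 60 min. Compound added for 30 min; depolarization read as fluorescence intensity at 590 nm.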
CRE Fsk mod – CRE-bla signaling modulation under forskolin stimulation; CHO CRE-bla reporter (cAMP response element driving beta-lactamase), forskolin EC10, beta-lactamase ratio; Potency, µM (top dose mostly 38.2 µM), for inactives: top-dose activity change, negative = inhibition, actives largely listed as activators; actives 2.5% (n = 71,000); AID 662; active = well fitted activation curve with a large enough effect in the signal ratio, with a control signal flat, not every such curve was filed as active; inconclusive = small, poorly fitted or top-dose-only effect, or effect the other way, or a change in a side signal; the % refers to the signal ratio; note: potency is the fitted concentration of half-maximal effect; % of control where 0% means no effect
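CRE-bla CHO reporter cells treated with compound titration plus EC10 NKH 477 (water-soluble forskolin), incubated 3 h at 37 °C; CCF4 loading 2 h at room temperature, 460/530 nm emission ratio read, AC50 values derived for positive or negative modulators.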
BRCT inh red – disrupts BRCA1 BRCT binding to phosphoprotein, red fluorophore readout; AID 892; BRCT-phosphopeptide binding, red fluorescence polarization; actives 0.03% (n = 75,000); P38398; Potency, µM (titrated, usually from 76.9 µM), inactives show top-dose activity change, negative = inhibition, usual class: inhibitors; note: % is set by controls: 0 for no effect and ±100 for the full control effect
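Fluorescence polarization: 100 nM His-tagged BRCA1 BRCT with 100 nM TAMRA-labelled phospho-BACH1 decapeptide, phosphate buffer pH 7.3 with 150 mM NaCl, DTT, 0.01% Tween 20; 12 min RT. Binding inhibition seen as FP decrease.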
USP2a inh – USP2a (human) protease inhibition. USP2a enzymatic assay, qHTS inhibition. Potency, µM (highest dose often 38.3 µM), inactives show at the top dose activity change, negative = inhibition, usual class: inhibitors. actives 0.1% (n = 60,000). AID 927;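 note: potency is the fitted concentration of half-maximal effect; nearly all actives have a fitted effect of over 60% in size; plate controls were DMSO for no effect and NEM full inhibition control for full effect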
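20 nM USP2 core + cpd, 30 min RT; add 20 nM Ub-PLA2/20 uM NBD C6-HPC; read Ex460/Em535 at 0 h and 2.5 h. Normalized to NEM; qHTS curve fit/classification.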
ERK AVP block – inhibitors of vasopressin-stimulated ERK signaling pathway. HEK293-V1b, vasopressin-stimulated pERK AlphaScreen. Potency, µM (top dose mostly 57.5 µM), without a hit: at the highest dose activity, negative = inhibition, hits mostly inhibitors. actives 0.99% (n = 72,000); note: potency is the fitted concentration of half-maximal effect; % is set by controls: 0 for no effect and ±100 for the full control effect; nearly all actives have a fitted effect of over 55% in size
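qHTS, compounds titrated on V1b-expressing HEK293 cells. Preincubation 30 min at 37C, vasopressin 25 nM for 5 min, lysis 10 min, bead incubation 5 hr at room temperature.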
Luciferase inh – firefly luciferase inhibition. AID 411. actives 2.2% (n = 72,000). Potency, µM (top dose mostly 57.1 µM), for the others: top-dose activity change, negative = inhibition, most hits filed as inhibitors. purified firefly luciferase, luminescence, 8 min; note: potency is the fitted concentration of half-maximal effect; % is set by controls: 0 for no effect and ±100 for the full control effect; nearly all actives have a fitted effect of over 40% in size
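Luminescence read-out after 8 min at room temperature; enzyme reaction used luciferin plus 10 uM ATP (linear range) in imidazole buffer pH 7.2 with KCl, MgCl2, Tween 20 and BSA. Each sample was run as a titration.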
Tau fil binding – tau filament binding; Potency, µM (series often up to 57.1 µM), inactives show top-dose activity change, negative = inhibition; actives 2% (n = 71,000); recombinant tau filaments, thioflavin S fluorescence, 15 h; filaments grown with octadecylsulfate alongside compound;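 note: potency is the fitted concentration of half-maximal effect; % is set by controls: 0 for no effect and ±100 for the full control effect; actives lower thioflavin S fluorescence by blocking filaments or displacing dye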
Target sequence (P10636 whole entry, looked up): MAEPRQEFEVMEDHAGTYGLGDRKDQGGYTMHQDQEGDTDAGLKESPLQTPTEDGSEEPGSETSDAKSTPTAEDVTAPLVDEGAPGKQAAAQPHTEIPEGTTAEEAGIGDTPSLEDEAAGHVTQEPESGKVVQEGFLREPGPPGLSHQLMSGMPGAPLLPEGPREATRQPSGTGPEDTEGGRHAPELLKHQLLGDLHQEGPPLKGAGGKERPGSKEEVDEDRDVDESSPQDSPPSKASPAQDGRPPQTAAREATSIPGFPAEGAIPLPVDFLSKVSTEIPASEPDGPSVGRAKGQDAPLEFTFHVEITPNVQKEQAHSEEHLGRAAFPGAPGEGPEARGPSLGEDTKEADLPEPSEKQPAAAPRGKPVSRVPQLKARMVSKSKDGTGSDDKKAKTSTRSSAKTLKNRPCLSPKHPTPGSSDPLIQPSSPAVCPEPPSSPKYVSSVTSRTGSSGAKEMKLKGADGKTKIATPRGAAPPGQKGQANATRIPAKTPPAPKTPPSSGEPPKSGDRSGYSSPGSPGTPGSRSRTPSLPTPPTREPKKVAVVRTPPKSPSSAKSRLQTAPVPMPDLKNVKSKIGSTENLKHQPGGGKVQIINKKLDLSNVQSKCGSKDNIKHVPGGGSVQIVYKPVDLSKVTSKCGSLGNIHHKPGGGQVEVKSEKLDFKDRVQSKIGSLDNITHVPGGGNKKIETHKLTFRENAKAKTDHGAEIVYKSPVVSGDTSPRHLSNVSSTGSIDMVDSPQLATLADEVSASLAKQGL
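Assay mix: 1 uM His-tagged tau, 30 uM sodium octadecylsulfate, thioflavine S dye in HEPES/NaCl/DTT buffer. Compound is added prior to the inducer. Fluorescence after 15 h at 37 C.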
The depositor's hits bear a star; i = inactive; ? = inconclusive; . = not tested or not shown; & = joins results of further samples; [ ] = dose if it differs, or a comment. Unless noted, calls come from the whole dose curve; as a rule, active = well fitted curve in the direction sought with a large enough effect; inconclusive = small, poorly fitted or top-dose-only effect, or another doubt; inactive = no such curve, though single readings can be large; an effect the other way counts as inactive or inconclusive.

Every second line gives: A350 fluor, Casp1 inh, Caspase-7 inhib, BRCT PPI green, HEK293 cAMP cs, CRE Fsk mod, BRCT inh red, USP2a inh, ERK AVP block, Luciferase inh, Tau fil binding
[1] COc1ccc(C2Oc3cc(OC)cc(OC)c3CC2O)cc1 (stereo unspecified)
    ., -1%, -1%, -1.9%, ., ., 0.4%, 8%, ?, ., .
[2] CN(C)c1ccc(CNC(=O)[C@@]2(C)C=C[C@@H](Cc3ccccc3)N2C)cc1
    ., 0%, -3%, 1.0%, 13%, -2%, 1.3%, ., -7%, ., -20%
[3] Clc1ccc(C2CC(c3ccccc3)Nc3ncnn32)cc1 (stereo unspecified)
    ., -10%, -2%, -3.1%, ?, -7%, -0.4%, ., 4%, -4%, -16%
[4] CC(=O)Oc1ccc(C(=O)O)cc1OC(C)=O
    i, 1%, ., -2.0%, ?, -8%, 0.0%, -12%, -3%, 1%, -8%
[5] O=C(c1ccc(COc2ccc3c(c2)CCC3)o1)N1CCN(c2ccccc2)CC1
    i, -2%, -4%, -3.7%, ?, ?, -0.3%, 7%, ?, 2%, -24%
[6] CC1(C)OC2C[C@](O)(C(N)=O)C[C@H](O)[C@H]2O1 (stereo partly specified)
    ., -4%, 3%, -0.2%[3.08 µM], ., ., -1.5%, -13%, 9%, ., .
[7] c1ccc2c(c1)Cc1cc3ccccc3nc1-2
    ., -2%, -4%, 0.5%, 20µM*, ?, -5.6%, ., 13µM*, ., ?
[8] CCOC(=O)c1cc(C)[nH]c(=S)c1C#N
    3.8e-08M*, -2%, -3%, 0.3%, 9%, ?, -0.6%, 3%, -14%, -2%, -16%
[9] CC(=O)c1cccc(NC(=O)c2ccncc2)c1
    ., 0%, 0%, -1.2%, -2%, -4%, -3.8%, 0%, 12%, 0%, -6%
[10] CCCCCCCCCCCCCCCC(=O)NCCO
    i, 1%, 1%, -3.1%, 6%&28%, -4%&0%, -3.4%, 1%, -7%, 1%&3%, -2%&0%
[11] CN(CP(=O)(O)CN(C)S(C)(=O)=O)S(C)(=O)=O
    i, 0%, 2%, -5.0%, 8%, -7%, -0.8%, -6%, 20%, 1%, 12%
[12] CN(C)c1ccc(NC(=O)CN2C(=O)CC(c3ccccc3)=Nc3ccccc32)cc1
    i, -6%, -1%, -2.1%, 10%, -3%, 0.7%, -20%, -8%, 3%, 72%
[13] CCOC(=O)CSc1nnc(-c2ccc(S(=O)(=O)N3CCOCC3)cc2)n1-c1ccccc1
    i, 5%, -5%, 0.6%, 18%, 12%, 0.1%, 7%, -14%, 4%, -7%
[14] COC(=O)c1nnn(-c2nonc2N)c1CSCCO
    i, -1%, -1%, -1.2%, 6%, -13%, -0.3%, -4%, -15%, 1%, 2%
[15] CCOc1ccc(OCCSc2nnnn2C2CCCCC2)cc1
    i, -3%, -3%, -4.1%, 20µM*, 20%, -1.0%, -5%, 15%, 2%, -12%
[16] O/N=C/c1cccn1-c1ccc(O)cc1
    ., -14%, -2%, -2.3%, -4%, -11%, -2.1%, -1%, -19%, 0%, 1%
[17] OC(COc1ccc(OCc2ccccc2)cc1)CN1CCCCC1 (stereo unspecified)
    4.5e-07M*, -7%, -2%, -1.3%, ?, -4%, 0.7%, 4%, 0%, 2%, 7%
[18] CCN(CC)CCCNC(=O)c1cc2c(-c3ccc(Cl)cc3)nn(C)c2s1
    ., -4%, 0%, 3.6%, 7%, ?, -1.6%, ., ?, 4%, 38%
[19] COc1cc2ncnc(Nc3cccc(Br)c3)c2cc1OC
    ., 0%, -2%, 1.0%, ?, ?, -0.1%, ., -12%, -1%, ?
[20] CCCn1cc(SCC(N)=O)c2ccccc21
    ., -3%, 2%, 0.4%, 8%, 17%, -1.5%, ., ., 1%, 4%
[21] COc1ccc(CNc2ncncc2-c2ccc(C(=O)N(C)C)cc2)c(OC)c1
    i, -2%, -2%, -2.2%, 13%, ?, 0.1%, -1%, ?, -1%[2.29 µM], -10%
[22] O=C(CCNC(=O)c1ccc(Br)o1)NC1CCCC1
    ?, -3%, 0%, -0.5%, 15%, 9%, 0.6%, 4%, -16%, 3%, -4%
[23] O=C(c1ccccc1)N1CCN(S(=O)(=O)N2CCCCC2)CC1
    i, -2%, -2%, 0.0%, 5%, -4%, 0.6%, -9%, 5%, 0%, -7%
[24] Cc1ccc(-c2nc(CS(=O)CC(=O)NCc3ccccc3)c(C)o2)cc1 (stereo unspecified)
    ., 1%, -1%, -1.3%, 10%, -3%, 0.1%, ., -11%, 0%, 19%
[25] CCCCCCS(=O)[C@H]1CS(=O)(=O)C[C@@H]1S(=O)CCCCCC (stereo partly specified)
    ?, 2%, 1%, -1.2%, 10%, 1%, 0.1%, 5%, 3%, 0%, 12%
[26] COc1ccc(N(CC(=O)NCc2ccco2)S(C)(=O)=O)cc1Cl
    ., 0%, 5%, 0.5%, 3%, 1%, -0.6%, 0%, -13%, 3%, -3%
[27] C1CCC(Nc2nnnn2C2CCCCC2)CC1
    ., 0%, 0%, -3.0%, ?, 6%, -2.7%, 5%, -22%, 1%, -13%
[28] Cc1scc(C(=O)N2CCN(S(C)(=O)=O)CC2)c1-c1ccccc1
    i, 0%, 1%, -1.8%, 19%, -3%, -2.4%, -1%, -3%, 0%, -2%
[29] CC(C)(C)NC(=O)Cn1nnnc1-c1nonc1N
    i, -3%, 1%, -2.6%, 3%, -5%, -1.1%, -1%, -21%, 3%, -18%
[30] Cc1ccccc1-c1nc(CN2CCC(C(=O)N3CCC(C(N)=O)CC3)CC2)c(C)o1
    ., -5%, -3%, -0.2%, -8%[11.4 µM], -8%, 0.3%, ., 4%, 2%, 20%
[31] CCOC(=O)CSc1nnc2c(n1)C1(C)CCC2C1(C)C (stereo unspecified)
    i, -1%, 0%, -4.8%, 7%, 4%, 0.0%, -1%, 12%, 0%, -6%
[32] CN(C)c1ccccc1C(=O)c1ccccc1N(C)C
    ?, -12%, -19%, 1.7%, ?, ?, 0.3%, 1%, -6%, 25µM*, 33%
[33] COCC(=O)N1CCC[C@@]2(CCN(C(c3ccccc3)c3ccccc3)C2)C1
    i, -5%, -2%, 4.0%, ?, 6%, -0.2%, 34%[activator], 9%, -3%[11.4 µM], 6%
[34] CCCCCCC1Cc2cc(OC)c(OC)cc2C(C(C(=O)OCC)C(=O)OCC)O1 (stereo unspecified)
    ., 1%&-2%[11.5 µM], 0%&0%[11.5 µM], -0.7%&0.2%[15.4 µM], 6%&16%[11.4 µM], ., -0.6%&-0.3%[15.4 µM], ., 36%&28%[activator][11.5 µM], ., .
[35] Cc1cc2c(=O)[nH]c(N)nc2nc1C
    ?, -4%[11.5 µM], 2%[11.5 µM], -0.2%[15.4 µM], -1%[11.4 µM], -6%[7.6 µM], -0.1%[15.4 µM], ., -6%[11.5 µM], 1%[11.4 µM], 6%[11.4 µM]
[36] CC(C)CCNC(=O)COc1ccc2c3c(c(=O)oc2c1)CCC3
    1.2e-07M*, 1%, -1%, 1.1%, 8%, 15%, -0.3%, -14%, -1%, 1%, 3%
[37] CCC(Sc1ccc2nnc(-c3cccnc3)n2n1)C(=O)O (stereo unspecified)
    ., -2%, 1%, -0.9%, 2%, -5%, -1.1%, ., ., 2%, 4%
[38] CCCCC(=O)Nc1cccc(-c2nnc(-c3ccccc3)o2)c1
    i, -1%, -1%, 1.0%, 18%, ?, -0.6%, 41%[activator], -9%, -2%, 87%
[39] O=C(c1cc(S(=O)(=O)N2CCOCC2)ccc1F)N1CCCc2ccccc21
    i, 4%, 7%, 1.6%, 19%, -8%, 1.0%, -3%, -3%, -1%, 5%
[40] O=C(CSc1nnc(-c2ccncc2)n1C1CCCCC1)Nc1cccc(O)c1
    i, -1%, 1%, -0.2%, -17%, 5%, 0.3%, 13%, -8%, -2%, 7%
[41] C=C[C@](C)(O)CCC1C(=C)CC(O)C2C(C)(C)CCCC12C (stereo partly specified)
    ., -1%, -1%, -1.9%, ., ., 0.7%, 3%, ?, ., .
[42] C[C@H](NC(=O)NCc1cccs1)C(=O)O
    i, 2%, -5%, -0.3%, 0%, 3%, 0.1%, -9%, -4%, 3%, 0%
[43] CCOC(=O)c1cnn(-c2ccccc2)c1NC(=O)c1cccs1
    ., -1%, 0%, 2.2%, 13%, -3%, -2.4%, -6%, -28%, 1%, -2%
[44] COC(=O)c1c(N2C(=O)CCC2=O)sc2c1CCCC2
    ., 2%, -1%, -3.3%, 9%, 8%, -1.4%, ., -11%, -4%, 2%

Screening data deposited in PubChem BioAssay by National Center for Advancing Translational Sciences (NCATS).

Hits appear at their usual frequency; any-hit rate near 16%.
